# Assay outcomes (PubChem)
# PMK inhibit = inhibitors of Streptococcus pneumoniae phosphomevalonate kinase | hit rate 0.49% among 65,000 | inhibition, % at 10 µM | purified PMK, PK/LDH-coupled NADH absorbance 340 nm;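 active = top-ranked compounds by inhibition in the single 10 µM screen, taking a fixed number of the strongest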;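 also: 0% = full reaction with DMSO carrier and 100% = background rate without enzyme reaction; no value below 0 was filed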
# Bfl-1 inhibitors = displacement of Bid BH3 peptide from Bfl-1 – biochemical, fluorescence polarization, FITC-Bid, mouse, primary screen (AID 432); hit rate 0.02% among 64,000; displacement, % at 20 µM, or IC50 in µM where a hit was titrated; FITC-Bid BH3 peptide fluorescence polarization displacement; higher % means a stronger effect; in the data active = a potency from the dose series; inactive = the rest, 99 in 100 with displacement below about 15%; also: strong numbers were not always called active
# TNAP inhibition = inhibition of tissue-nonspecific alkaline phosphatase – biochemical, luminescent (AID 518); purified TNAP enzyme, luminescent substrate readout; higher % means a stronger effect; one-dose inhibition, % at 20 µM; IC50 in µM for titrated hits; hit rate 0.09% among 64,000; in the data active = a potency from the dose series; inactive = the rest, 99 in 100 with inhibition below about 22%;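 also: plate controls were vehicle for no effect and reference inhibitor for full effect; many of its hits are not listed in these tables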
# LYP phosphatase = inhibition of human PTPN22 tyrosine phosphatase – biochemical, DiFMUP fluorescence, recombinant catalytic domain, 10 µM, primary screen (AID 606). recombinant LYP catalytic domain, DiFMUP fluorescence; higher % means a stronger effect. inhibition, % at 10 µM, or IC50 in µM where a hit was titrated. 52,000 tested, under 10 active;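 active = IC50 under 40 µM in the dose-response test; inactive = IC50 of 40 µM or more, or never dose-tested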
# HPDE-C7K KRASV12 = viability loss of HPDE-C7K cells – cell-based, fluorescence, HTS, primary screen (AID 431) | HPDE-C7K KRASV12 cells, Alamar Blue viability, 48 h; higher % means a stronger effect | one-dose cytotoxicity, % at 10 µM; EC50 in µM for titrated hits | hit rate 1.7% among 63,000;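 active = compounds whose percent cytotoxicity in the single-dose primary screen, scaled between solvent and toxic-drug controls, exceeds 50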;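 also: 0% = DMSO solvent wells and 100% = doxorubicin-treated wells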
# HT1080 viability = cytotoxicity in HT1080 fibrosarcoma cells, cell-based, fluorescence readout (AID 620); HT1080 viability, fluorescence; higher % means a stronger effect; cytotoxicity, % at 10 µM, or EC50 in µM where a hit was titrated; hit rate 0.42% among 87,000;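 also: cells exposed to compound overnight then 4 h with Alamar Blue; 0% = vehicle DMSO and 100% = killing control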
# HPDE-C7 viability = HPDE-C7 pancreatic duct cell viability loss – fluorescence, HTS (AID 430); HPDE-C7 pancreatic duct cells viability, fluorescence; higher % means a stronger effect; cytotoxicity, % at 10 µM, or EC50 in µM where a hit was titrated; hit rate 1.8% among 63,000;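 also: cells exposed to compound for 48 hours before viability readout; 0% = vehicle and 100% = reference cytotoxic drug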
# Spn DPM-DC inh = inhibitors of Streptococcus pneumoniae diphosphomevalonate decarboxylase; purified DPM-DC, PK/LDH coupled NADH fluorescence; calls only at 10 µM; hit rate 0.49% among 65,000; AID 556;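 active = the 320 compounds with the highest percent inhibition in the single-dose primary screen, excluding strongly autofluorescent ones, cut at about 32% in these data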;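 also: kinetic rate of NADH fluorescence loss reporting ADP formed by the decarboxylase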
# MK inhibit = blocks S. pneumoniae mevalonate kinase | AID 555 | inhibition, % at 10 µM | purified MK, PK/LDH-coupled NADH absorbance 340 nm | hit rate 0.48% among 65,000;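 active = ranked among the strongest by inhibition in the single 10 µM screen, a fixed top-ranked set picked for dose follow-up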; also: no value below 0 was filed
# PMK inhibit pilot replicates = second read-out of PMK inhibit, no call of its own (marks repeat the call); inhibition, %; measured here: pilot screen replicates
# MK inhibit pilot replicates = recorded beside MK inhibit, whose call it bears; inhibition, %; measured here: pilot screen replicates
# Spn DPM-DC inh pilot screen % = further read-out of Spn DPM-DC inh, marked with its call; inhibition, %; measured here: pilot screen trials
# * marks the source's active call; other numbers are inactive results; i = inactive; x = not tested or not shown; & = joins results of further samples. Rule as the data show it, unless noted: active = cytotoxicity above about 50%; inactive = the rest.
SMILES,PMK inhibit,Bfl-1 inhibitors,TNAP inhibition,LYP phosphatase,HPDE-C7K KRASV12,HT1080 viability,HPDE-C7 viability,Spn DPM-DC inh,MK inhibit,others
C[C@]12CCC(=O)C=C1CC[C@@H]1[C@@H]2[C@@H](O)C[C@@]2(C)[C@H]1CC[C@]2(O)C(=O)COC(=O)CCC(=O)O,0.0&8.0,0.7%&-9.5%,12.3%&15.5%,13.0%&9.9%,-7.1%&5.1%,10.2%&-0.3%,-7.3%&3.7%,i,4.0&4.0,PMK inhibit pilot replicates=0.0&3.0;MK inhibit pilot replicates=0.0&1.0;Spn DPM-DC inh pilot screen %=0.0&0.5
CCC(=O)N1c2ccc(S(=O)(=O)CCC(=O)NC3CCCC3)cc2CC1C (stereo unspecified),9.0,-10.1%,6.5%,5.5%,-17.7%,-4.2%,-11.2%,i,13.0,
CCc1ccccc1N1CC23C=CC(O2)C(C(=O)OCC(C)C)C3C1=O (stereo unspecified),4.0,-3.7%,6.0%,-1.0%,2.4%,-6.2%,-2.5%,i,0.0,
O=C1CC(N2CCN(c3ccc(F)cc3)CC2)C(=O)N1Cc1cccs1 (stereo unspecified),6.0,-3.4%,15.8%,12.7%,-7.6%,4.7%,-1.7%,i,4.0,
O=C(NC1CCCCC1)N1CCC(n2c(=O)[nH]c3ccccc32)CC1,12.0,4.7%,6.3%,12.6%,-0.1%,-3.8%,-3.9%,i,4.0,
CCOc1ccc(-c2nnc3ccc(SCc4ccc(C(=O)OC)o4)nn23)cc1,11.0,-0.2%,-1.9%,-10.8%,-2.9%,5.9%,-1.2%,i,0.0,
Cc1cc(NC(=O)CSc2nnc(Cn3c(=O)sc4ccccc43)n2-c2ccccc2C)no1,10.0,7.3%,7.5%,1.5%,-21.6%,0.0%,-24.2%,i,13.0,
Cc1cc(C)cc(-n2ccnc2SCC(=O)Nc2ccc3c(c2)OCCO3)c1,8.0,-6.2%,12.1%,x,-24.5%,-8.0%,-27.8%,i,2.0,PMK inhibit pilot replicates=3.0;MK inhibit pilot replicates=0.0;Spn DPM-DC inh pilot screen %=4.5
CCN(CC)CP(=O)(c1ccccc1)c1ccccc1,2.0,5.4%,2.9%,9.0%,4.6%,1.5%,-0.7%,i,5.0,
Cn1c(SC/C=C/c2ccccc2)nnc1-c1ccco1,0.0,-8.1%,16.7%,11.2%,1.1%,7.1%,8.1%,i,5.0,
O=C(COc1ccccc1O)N1CCN(C(=O)c2ccco2)CC1,8.0,-7.5%,1.3%,-1.4%,6.9%,2.7%,4.4%,i,0.0,
Cc1ccc(-c2nnc(CSc3nc4cc5c(cc4cc3C)OCO5)o2)cc1,2.0,5.1%,17.4%,-4.8%,13.5%,13.5%,18.5%,i,11.0,
Cn1c(=O)n(C)c2cc(NS(=O)(=O)c3ccc4c(c3)CCCC4)ccc21,2.0,9.6%,7.3%,-5.7%,-1.9%,0.0%,4.6%,i,1.0,
CC(C)(C)Nc1nc(OCC(F)(F)F)nc(OCC(F)(F)F)n1,16.0,17.2%,10.8%,3.4%,-15.7%,-6.7%,-25.7%,i,1.0,PMK inhibit pilot replicates=2.5;MK inhibit pilot replicates=0.0;Spn DPM-DC inh pilot screen %=4.0
COC(=O)C(C)Sc1nnc(-c2ccncc2)o1 (stereo unspecified),1.0,-1.8%,2.1%,7.1%,-5.1%,-17.6%,-5.0%,i,5.0,

# Next section, starting with the last 2 of the part before.
SMILES,PMK inhibit,Bfl-1 inhibitors,TNAP inhibition,LYP phosphatase,HPDE-C7K KRASV12,HT1080 viability,HPDE-C7 viability,Spn DPM-DC inh,MK inhibit,others
CC(C)(C)Nc1nc(OCC(F)(F)F)nc(OCC(F)(F)F)n1,16.0,17.2%,10.8%,3.4%,-15.7%,-6.7%,-25.7%,i,1.0,PMK inhibit pilot replicates=2.5;MK inhibit pilot replicates=0.0;Spn DPM-DC inh pilot screen %=4.0
COC(=O)C(C)Sc1nnc(-c2ccncc2)o1 (stereo unspecified),1.0,-1.8%,2.1%,7.1%,-5.1%,-17.6%,-5.0%,i,5.0,
Cc1onc(-c2ccccc2)c1C(=O)Nc1nnc(N(C)Cc2ccccc2)s1,0.0,-6.2%,8.5%,0.9%,7.6%,-5.8%,-1.9%,i,6.0,
Cc1nc2ccccc2c2oc(C(=O)NCCCN3CCC(C)CC3)cc12,13.0,-3.7%,3.7%,6.2%,-9.4%,5.7%,-17.7%,i,10.0,
CCOc1ccc(-n2cnnn2)cc1S(=O)(=O)NCCc1ccc(OC)c(OC)c1,5.0,-6.9%,5.1%,6.2%,6.8%,4.0%,-0.8%,i,13.0,
O=C(CSc1nnc(-c2ccoc2)o1)N1CCOCC1,6.0,1.3%,8.0%,5.7%,-5.5%,0.7%,-13.2%,i,6.0,
Cc1cc(C)n(CC(O)Cn2c3ccccc3c3ccccc32)c(=O)n1 (stereo unspecified),5.0,-1.2%,2.6%,1.5%,11.5%,-9.4%,3.7%,i,1.0,
COCc1c(C(=O)OCc2nc(N)nc(Nc3ccccc3C)n2)oc2ccccc12,9.0,-4.8%,9.9%,x,-10.9%,-5.8%,-14.9%,i,5.0,
O=C(COc1ccccc1F)NC1CC1,10.0,1.5%,17.7%,1.8%,19.3%,6.6%,14.8%,i,6.0,PMK inhibit pilot replicates=6.5;MK inhibit pilot replicates=0.0;Spn DPM-DC inh pilot screen %=0.0
O=C(NCc1cccs1)c1noc2c1CCCC2,7.0,1.3%,8.7%,13.9%,5.2%,19.5%,10.0%,i,1.0,
CCOC(=O)c1sc2ncn(C(C)C(=O)OCC)c(=O)c2c1C (stereo unspecified),19.0,-7.6%,0.3%,x,1.8%,-0.4%,-1.6%,i,9.0,
CCOC(=O)c1[nH]c(C)c(C(=O)NCc2ccc(OC)cc2)c1C,0.0,-5.6%,5.5%,4.1%,3.9%,-5.6%,-8.9%,i,4.0,
O=C1c2oc3ccc(F)cc3c(=O)c2C(c2ccccc2)N1CC1CCCO1 (stereo unspecified),13.0,-4.3%,10.7%,10.6%,-5.5%,-10.7%,-14.4%,i,5.0,
COc1cc(OC)c(C2C3=C(CCCC3=O)Nc3nc4ccccc4n32)cc1OC (stereo unspecified),12.0,-2.9%,3.8%,x,-5.0%,35.7%,-2.0%,i,8.0,
COc1ccc(/C(O)=C2/C(=O)C(=O)N(CCCN(C)C)C2c2ccccc2)cc1OC (stereo unspecified),10.0,6.9%,15.4%,3.1%,-11.3%,3.9%,3.4%,i,7.0,
Cc1onc(-c2ccccc2)c1C(=O)n1cccn1,1.0,-11.2%,15.0%,10.7%,-8.2%,-4.5%,3.5%,i,5.0,
O=C(CCCn1c(=S)[nH]c2cc3c(cc2c1=O)OCO3)N1CCN(c2ccccc2F)CC1,8.0,-0.8%,9.9%,7.3%,-0.6%,-23.7%,-18.5%,i,6.0,PMK inhibit pilot replicates=0.0;MK inhibit pilot replicates=0.0;Spn DPM-DC inh pilot screen %=0.0
O=C(Cn1cnc2c(nnn2Cc2ccc(F)cc2)c1=O)N1CCCCC1,17.0,-5.7%,8.2%,5.9%,-12.4%,0.6%,-9.0%,i,7.0,
COc1ccc(C(=O)COC(=O)CCN=C2NS(=O)(=O)c3ccccc32)cc1OC,9.0,-14.0%,0.4%,4.1%,-9.4%,-6.7%,-15.1%,i,1.0,
CC(=O)Nc1ccc(S(=O)(=O)N2CCN(S(=O)(=O)N3CCCCCC3)CC2)cc1,2.0,3.4%,7.6%,1.8%,-8.5%,1.3%,0.7%,i,10.0,
COc1ccc(NC(=O)c2ccc3c(=O)n(Cc4ccco4)c(=S)[nH]c3c2)c(OC)c1,10.0,-7.7%,10.1%,8.1%,-8.2%,0.8%,0.7%,i,4.0,
CCCC(=O)N(Cc1cc2cc(C)ccc2[nH]c1=O)c1ccccc1OC,3.0,-2.5%,7.1%,-5.7%,6.6%,-9.1%,10.4%,i,3.0,
CCc1cccc2c(=O)c(C(=O)NCCN3CCOCC3)c[nH]c12,13.0,14.3%,4.4%,-1.9%,5.7%,4.0%,8.4%,i,0.0,PMK inhibit pilot replicates=6.0;MK inhibit pilot replicates=0.0;Spn DPM-DC inh pilot screen %=1.5
COc1ccc(NC(=O)N2CCC(c3nc(-c4cccs4)no3)CC2)cc1,6.0,3.8%,6.6%,1.2%,-5.1%,4.1%,-5.1%,i,0.0,PMK inhibit pilot replicates=0.0;MK inhibit pilot replicates=0.0;Spn DPM-DC inh pilot screen %=0.0
CCCN(CCC)S(=O)(=O)c1ccc(C(=O)N2CCC(=O)c3ccccc32)cc1,15.0,3.1%,9.5%,1.6%,x,-11.7%,x,i,11.0,
COC(=O)c1nnn(CC(=O)Nc2cccc(Cl)c2)c1C(=O)OC,17.0,-5.9%,10.3%,0.5%,-7.4%,x,-14.5%,i,0.0,
Brc1ccc(CSc2ncnc3nc[nH]c23)cc1,6.0,2.1%,-3.8%,-5.7%,2.4%,-3.6%,12.4%,i,9.0,
CCN1CCN(c2cc(C)c3cc(NC(=O)c4cnccn4)ccc3n2)CC1,4.0,-5.9%,6.3%,1.6%,3.6%,0.2%,-3.8%,i,2.0,
Cc1ccc(C)c(CN2C(=O)C(C)Oc3ccc(C)cc32)c1 (stereo unspecified),20.0,-5.8%,3.4%,x,-6.5%,-3.7%,-6.0%,i,4.0,
CN(C)CCCN1C(=O)C(O)=C(C(=O)c2cccs2)C1c1ccccn1 (stereo unspecified),8.0,-6.7%,-13.0%,x,12.5%,-6.2%,-3.1%,i,0.0,
CSc1ccc(NC(=O)CC(C)=O)cc1,3.0,-5.2%,9.3%,x,0.6%,-6.8%,-11.5%,i,10.0,
Cc1cccc2nc(=S)n(C(=O)c3ccco3)n12,0.0,-0.5%,12.4%,11.1%,x,17.0%,x,i,11.0,
CCCc1cc(=O)n2[nH]c(NCc3ccc(Cl)cc3Cl)nc2n1,7.0,-2.9%,12.9%,x,-5.4%,12.2%,-12.2%,i,13.0,
CC(C)(C)NC(=O)C(c1ccncc1)N(C(=O)CNC(=O)c1ccco1)c1ccc2c(c1)OCO2 (stereo unspecified),24.0,-2.6%,0.4%,x,-19.0%,-0.9%,-16.9%,i,3.0,
CC1=NC2(CCCc3c2no[n+]3[O-])N(O)C1(C)C (stereo unspecified),0.0,-8.2%,-3.6%,-3.1%,-16.3%,9.6%,-16.0%,i,0.0,
CCOC(=O)c1c(NC(=O)Cn2c(C)nc3ccccc32)sc2c1CCC2,13.0,0.3%,15.5%,3.8%,-3.7%,8.8%,-9.5%,i,0.0,PMK inhibit pilot replicates=1.5;MK inhibit pilot replicates=0.5;Spn DPM-DC inh pilot screen %=7.0
Cc1ccc(S(=O)(=O)NCC(=O)N2CCC(C)CC2)cc1,4.0,-7.6%,10.2%,-6.9%,-6.5%,x,6.1%,i,3.0,
Nc1ccc(C2CCCc3nonc32)c2nonc12 (stereo unspecified),3.0,x,11.3%,x,-4.4%,x,-1.8%,i,11.0,
Cc1nc(SCC(=O)N(C)Cc2ccco2)c2c(C)c(C)sc2n1,16.0,-4.8%,11.0%,7.0%,-6.9%,-9.9%,8.1%,i,18.0,
COC(=O)c1ccc(CSc2nc3c(c(=O)n2-c2ccccc2)SCC3)o1,0.0,1.1%,6.4%,5.9%,2.7%,2.1%,-2.1%,i,9.0,
